PI4K2A block: blocks human PI4K2A kinase activity; Q9BTU6; purified PI4K2A, ADP-Glo luminescence, 1 h; active compounds read low; activity change, negative = inhibition, % at 76.9 µM; actives 0.13% (n = 420,000); in the data active = activity change below about -50%; inconclusive = mostly about -30% to -49%;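 also: -100% = wells without enzyme as full effect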
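Compounds are screened against recombinant PI4K2A using PI as substrate and ATP, the latter dispensed at 300 microM. Reactions run one hour at ambient temperature before ADP-Glo detection; full inhibition defined by wells lacking enzyme.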
D2 antag: antagonists of human D2 dopamine receptor | AID 485344 | P14416 | actives 2% (n = 340,000) | inhibition, % at 10 µM | HEK293 TREx D2 cells, calcium flux, dopamine EC80; in the data active = inhibition above about 30%; also: 0% is about no effect
Target sequence (P14416 whole entry, looked up): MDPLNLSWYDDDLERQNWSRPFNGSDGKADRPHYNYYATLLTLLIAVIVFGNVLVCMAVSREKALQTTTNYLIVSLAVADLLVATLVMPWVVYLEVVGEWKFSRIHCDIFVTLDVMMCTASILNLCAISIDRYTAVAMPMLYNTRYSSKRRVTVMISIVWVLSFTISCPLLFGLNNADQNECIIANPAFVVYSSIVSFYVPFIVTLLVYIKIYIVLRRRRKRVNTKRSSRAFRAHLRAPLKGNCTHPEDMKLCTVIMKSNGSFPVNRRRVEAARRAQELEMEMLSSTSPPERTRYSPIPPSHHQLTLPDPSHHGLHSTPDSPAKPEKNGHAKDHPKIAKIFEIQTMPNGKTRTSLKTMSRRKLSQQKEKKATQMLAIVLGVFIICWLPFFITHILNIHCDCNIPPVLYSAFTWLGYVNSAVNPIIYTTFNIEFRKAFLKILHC
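Calcium flux kinetic readout in an inducible HEK293 TREx D2 line plated overnight at 30 C. After 180 s compound exposure, an EC80 dopamine challenge follows with another 180 s kinetic read to detect antagonism.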
TRHR ag: activates the human TRH receptor; actives 0.18% (n = 360,000); TRHR cells, calcium flux fluo-8, FDSS agonist mode; activation, % at 2 µM; P34981; AID 493084; in the data active = activation above about 30%; also: 0% is about no effect
Target sequence (P34981 whole entry, looked up): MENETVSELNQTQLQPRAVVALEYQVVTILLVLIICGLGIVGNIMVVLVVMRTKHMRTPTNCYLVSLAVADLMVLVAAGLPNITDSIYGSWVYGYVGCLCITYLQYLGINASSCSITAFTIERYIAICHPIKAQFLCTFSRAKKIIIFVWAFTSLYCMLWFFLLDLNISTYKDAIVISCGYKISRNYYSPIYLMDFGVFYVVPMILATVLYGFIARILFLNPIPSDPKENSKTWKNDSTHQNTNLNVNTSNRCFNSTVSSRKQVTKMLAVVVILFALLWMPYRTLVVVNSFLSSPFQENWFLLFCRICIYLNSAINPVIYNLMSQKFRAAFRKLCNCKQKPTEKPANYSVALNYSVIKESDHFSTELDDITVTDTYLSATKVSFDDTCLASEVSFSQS
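In this calcium-flux screen, cells bearing human TRHR are dye-loaded with fluo-8, baselined for 10 cycles, then exposed to library compounds; positive kinetic calcium responses during the agonist phase mark hits, with TRH as control.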
IDH1 R132H inh: blocks human mutant IDH1 R132H enzyme. IDH1-R132H enzyme, NADPH consumption, diaphorase/resazurin fluorescence. Potency, µM (doses to about 76.6 µM), for inactives: at the top dose activity change, negative = inhibition, usual class: inhibitors. actives 0.093% (n = 390,000); also: potency is read from the fitted curve at half-maximal effect; % is scaled to controls: 0 for no effect and ±100 for the full control effect; nearly all actives have a fitted effect of over 65% in size
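IDH1-R132H (0.5 ug/mL) preincubated 30 min with compound, then NADPH (0.016 mM) and alpha-KG (2 mM) added; 80 min at RT, pH 7.5. Remaining NADPH coupled via diaphorase/resazurin to fluorescence (540/590 nm); concentration-response curves normalized to no-enzyme control.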
USP1-UAF1 inh: USP1/UAF1 (human) deubiquitinase inhibition | O94782 | recombinant USP1/UAF1, Ub-Rhodamine cleavage fluorescence | Potency, µM (series often up to 57.1 µM), without a hit: at the highest dose activity change, negative = inhibition, most hits filed as inhibitors | actives 0.23% (n = 390,000) | AID 743255; also: potency is read from the fitted curve at half-maximal effect; % is scaled to controls: 0 for no effect and ±100 for the full control effect; nearly all actives have a fitted effect of over 60% in size; inactives centre near -12
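In this screen, compounds sit with the deubiquitinase complex (1nM) for 15 min at room temperature before Ub-Rho is added at 150nM final. Fluorescence rise is then followed for 6 reads every 60 seconds.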
TRHR enhancer: allosteric enhancers of human TRH receptor | TRHR cells, fluo-8 calcium fluorescence, EC20 TRH enhancement | enhancement, % at 2 µM | actives 0.66% (n = 360,000) | AID 493056; in the data active = enhancement above about 30%; also: 0% is about no effect
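Enhancer read-out: after compound pinning and an initial kinetic agonist-mode read, an EC20 of TRH (10 nM final) was injected and fluo-8 calcium signal (Ex 480/Em 530) followed at 1 s/cycle for 100 cycles in TRHR-expressing cells.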
TrxR1 substrate: is turned over as a substrate by rat TrxR1. O89049. purified TrxR1 substrate turnover, NADPH consumption readout. Potency, µM (doses to about 114 µM), inactives show at the top dose activity change, negative = substrate turnover. actives 0.01% (n = 390,000). AID 588456; also: potency is read from the fitted curve at half-maximal effect; % is scaled to controls: 0 for no effect and ±100 for the full control effect; nearly all actives have a fitted effect of over 50% in size
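Rat TrxR1, dispensed at 90 nM, was prereduced with 400 uM NADPH (final) for 5 min at ~22 deg C, then incubated with compound 15 min before 400 uM selenite. A first-read NADPH fluorescence drop versus no-compound background flagged substrates.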
D2 agonist: activates the human D2 dopamine receptor. P14416. HEK293 T-REx D2 cells, calcium flux agonist mode. activation, % at 2 µM. actives 0.53% (n = 340,000);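 active = activation over 3 SD above normal in the single-dose calcium agonist read, cut at about 30% in these data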; also: 0% is about no effect
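In this primary screen, compounds producing a positive calcium signal within 180 s of addition to tetracycline-induced, force-coupled HEK293 Trex D2 cells are flagged; cells are dye-loaded with a no-wash calcium kit beforehand.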
TrxR1 inh: inhibitors of rat thioredoxin reductase 1. recombinant rTrxR1, NADPH fluorescence consumption, selenite substrate. Potency, µM (series often up to 114 µM), for the others: top-dose activity change, negative = inhibition, actives largely listed as inhibitors. actives 1% (n = 390,000). AID 588453; also: potency is read from the fitted curve at half-maximal effect; % is scaled to controls: 0 for no effect and ±100 for the full control effect; nearly all actives have a fitted effect of over 65% in size
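Rat TrxR1 (90 nM in the dispensed reagent) was pre-reduced with 400 uM NADPH for 5 min at room temperature, then incubated with compound for 15 min. After 400 uM selenite was added, NADPH fluorescence (Ex 340/Em 450 nm) was followed for 8 min.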
Numbers without * were called inactive; ? = inconclusive; · = not tested or not shown; & = joins results of further samples; ! = not confirmed by another sample; [ ] = another dose, or the depositor's remark. Unless noted, calls follow the shape of the dose curve; as a rule, active = well fitted inhibition curve with a large enough effect; inconclusive = small, poorly fitted or top-dose-only effect; inactive = no such curve, though single readings can be large or run the other way.

SMILES	PI4K2A block	D2 antag	TRHR ag	IDH1 R132H inh	USP1-UAF1 inh	TRHR enhancer	TrxR1 substrate	D2 agonist	TrxR1 inh
CCC(OC(=O)c1nsc(Cl)c1Cl)C(=O)NCc1ccco1 (stereo unspecified)	-6	-31	0.2	4%	-7%	2	-4%	0.7	-1%
CCN(CC)C(=O)c1ccc2c3c(cccc13)C(=O)N(CCc1ccc(OC)c(OC)c1)C2=O	-2	-6	0.5	3%	-23%	-2	-10%	0.9	-5%
CCC1C2CN(C(C)=O)CC=C2C(C#N)=C(N)C1(C#N)C#N (stereo unspecified)	-7	1	0.2	?	-20%	-5	11%	0.5	?
Cn1c(SCC(=O)NC2CCCC2)nc2cccnc21	-2	-1	0.0	-6%	1%	-4	-1%	0.1	4%
O=C(Nc1ccc2ccccc2c1)N1CCCN(CCOc2ccccc2)CC1	4	-1	0.0	15%	-14%	13	7%	38*	-4%
CCOC(=O)N1CCN(c2ccc(F)cc2[N+](=O)[O-])CC1	1	8	-0.1	-2%	-21%	-2	-8%	-0.5	-4%
CCCCN(C(=O)c1cc2c(s1)CCCC2)c1c(N)n(CCC)c(=O)[nH]c1=O	6	-10	-0.5	-1%	-14%	4	1%	0.3	23%
CCOc1ccc(Nc2oc(-c3ccc(Cl)cc3)nc2C#N)cc1	0	-2	-0.2	2%	-19%	0	15%[57.1 µM]	0.7	13%[57.1 µM]
CCCCCC(=O)Nc1ccc(N2CCN(CC)CC2)c(Cl)c1	4	-12	1.1	6%	-3%	-6	-8%[57.1 µM]	0.9	23%
C=C1CCC2C(C)(C)[C@@H](O)CC[C@@]2(C)[C@@H]1COc1ccc2ccc(=O)oc2c1 (stereo partly specified)	-1	9	-1.6	4%	-1%	9	32%	0.0	40%[activator]
O=C1C(Cc2ccc(O)cc2)NC(=S)N1Cc1ccccc1 (stereo unspecified)	0	-3	0.2	-6%	-16%	5	-3%	0.8	6%
O=c1c2ccccc2nc(-c2ccco2)n1CCCn1ccnc1	7	6	0.2	2%	-3%	2	-3%	0.8	10%
COc1ccc2c(c1)CCC(C)N2S(=O)(=O)c1ccc(C2CNC(=O)C2)cc1 (stereo unspecified)	-2	-10	-0.2	2%	-9%	0	1%	0.1	2%
Cc1ccc(-c2nn(CC(=O)NC(C)c3ccccc3)c(=O)c3ccccc23)cc1 (stereo unspecified)	-8	-3	-0.1	-5%	-4%	-11	12%[57.1 µM]	-0.3	19%[57.1 µM]
COc1ccccc1CNC(=O)/C=C/c1ccc(S(=O)(=O)N2CCOCC2)cc1	1	15	0.0	13%	-6%	-9	10%[57.1 µM]	0.9	19%[57.1 µM]
CCOCCCNC(=O)c1ccc2c(c1)ncn2-c1ccccc1OC	7	-16	0.2	10%	-14%	-1	1%	-0.6	13%
CCOc1[nH]n(-c2ccc(Cl)cc2)c(=O)c1C=NCc1cccnc1	2	1	-0.5	11%	-9%	-5	-1%	0.5	12%
COc1ccc(N2CCN(C(=O)COC(=O)CCOc3ccc(C(C)(C)C)cc3)CC2)cc1	-6	-10	0.1	6%	-14%	-12	-2%	-1.4	4%
Cc1c(Cl)cccc1NC(=O)NCCCN1CCCC1=O	3	8	0.2	0%	-17%	-4	-7%	0.0	1%
COc1ccc(C(=O)NN2C(=S)N(c3ccc(OC)cc3)C(=O)C2CC(N)=O)cc1 (stereo unspecified)	0	-2	0.7	3%	-7%	2	-4%[57.1 µM]	0.8	0%[57.1 µM]

Results in TRHR enhancer, USP1-UAF1 inh and PI4K2A block, for two of the compounds above:
smiles	TRHR enhancer	USP1-UAF1 inh	PI4K2A block
Cc1ccc(-c2nn(CC(=O)NC(C)c3ccccc3)c(=O)c3ccccc23)cc1 (stereo unspecified)	-11	-4%	-8
COc1ccccc1CNC(=O)/C=C/c1ccc(S(=O)(=O)N2CCOCC2)cc1	-9	-6%	1

Later entries
SMILES	PI4K2A block	D2 antag	TRHR ag	IDH1 R132H inh	USP1-UAF1 inh	TRHR enhancer	TrxR1 substrate	D2 agonist	TrxR1 inh
Cc1ccc(S(=O)(=O)NCc2ccccn2)cc1C	-4	·	1.4	4%	1%	6	-6%	·	13%
Cc1ccc2c(NC(=S)NC(=O)c3ccccc3)cccc2n1	-6	-2	-0.5	-6%	-5%	-5	-22%	-0.8	79µM*
COc1cccc(OC)c1C(=O)Nc1ccnn1C	-1	-2	0.5	-9%	-18%	0	-4%	-0.7	8%
O=S(=O)(c1ccc(Cl)cc1)c1cnc(-c2cccnc2)nc1-c1ccccc1	1	2	-0.1	0%	-14%	-2	10%	0.8	20%
CC(C)c1ccc(C2c3c(-c4ccccc4O)n[nH]c3C(=O)N2CCc2ccccc2)cc1 (stereo unspecified)	-1	·	0.3	-24%	-15%	2	6%	0.5	17%
O=C1N=C(N2CCOCC2)S/C1=C/c1ccc(-c2ccc(F)cc2)o1	7	-5	-2.1	7%	-20%	-2	-2%	55*	-3%
Cc1cc(N2CCOCC2)nc(SCC(=O)c2ccccc2)n1	1	-18	-0.3	4%	19%	3	5%	0.1	3%
CC1CCc2sc3ncnc(N4CCN(C)CC4)c3c2C1 (stereo unspecified)	6	-9	0.3	4%	-15%	0	-6%	1.1	12%[57.1 µM]
CC(=O)c1ccc(N2CCN(C(=O)CCS(=O)(=O)c3ccc4c(c3)NC(=O)CS4)CC2)cc1	0	-13	-0.2	-4%	-22%	-11	-1%	0.6	24%
CC(C)CC(c1nnnn1Cc1ccco1)N1CCN(c2cccc(Cl)c2)CC1 (stereo unspecified)	-4	9	-0.5	0%	-7%	16	-12%	-1.8	-20%

6 entries drawn at random from those above, as already listed:
SMILES	PI4K2A block	D2 antag	TRHR ag	IDH1 R132H inh	USP1-UAF1 inh	TRHR enhancer	TrxR1 substrate	D2 agonist	TrxR1 inh
Cc1ccc(S(=O)(=O)NCc2ccccn2)cc1C	-4	·	1.4	4%	1%	6	-6%	·	13%
CCOc1ccc(Nc2oc(-c3ccc(Cl)cc3)nc2C#N)cc1	0	-2	-0.2	2%	-19%	0	15%[57.1 µM]	0.7	13%[57.1 µM]
Cc1ccc(-c2nn(CC(=O)NC(C)c3ccccc3)c(=O)c3ccccc23)cc1 (stereo unspecified)	-8	-3	-0.1	-5%	-4%	-11	12%[57.1 µM]	-0.3	19%[57.1 µM]
CCOC(=O)N1CCN(c2ccc(F)cc2[N+](=O)[O-])CC1	1	8	-0.1	-2%	-21%	-2	-8%	-0.5	-4%
Cc1ccc2c(NC(=S)NC(=O)c3ccccc3)cccc2n1	-6	-2	-0.5	-6%	-5%	-5	-22%	-0.8	79µM*
COc1cccc(OC)c1C(=O)Nc1ccnn1C	-1	-2	0.5	-9%	-18%	0	-4%	-0.7	8%

3 entries already listed, sorted by count of non-hydrogen atoms, falling:
SMILES	PI4K2A block	D2 antag	TRHR ag	IDH1 R132H inh	USP1-UAF1 inh	TRHR enhancer	TrxR1 substrate	D2 agonist	TrxR1 inh
CC(=O)c1ccc(N2CCN(C(=O)CCS(=O)(=O)c3ccc4c(c3)NC(=O)CS4)CC2)cc1	0	-13	-0.2	-4%	-22%	-11	-1%	0.6	24%
O=S(=O)(c1ccc(Cl)cc1)c1cnc(-c2cccnc2)nc1-c1ccccc1	1	2	-0.1	0%	-14%	-2	10%	0.8	20%
Cc1cc(N2CCOCC2)nc(SCC(=O)c2ccccc2)n1	1	-18	-0.3	4%	19%	3	5%	0.1	3%

Remaining list, next part:
SMILES	PI4K2A block	D2 antag	TRHR ag	IDH1 R132H inh	USP1-UAF1 inh	TRHR enhancer	TrxR1 substrate	D2 agonist	TrxR1 inh
CCCCN(CCCNC(=O)c1ccc(CS(=O)(=O)c2ccc(OC)cc2)o1)Cc1ccccc1	5	-4	1.9	-11%	-12%	-3	-6%	-1.2	-5%
COc1ccccc1C1=NOC(COC(=O)c2ccc3ccccc3n2)C1 (stereo unspecified)	0	-6	-1.0	1%	-2%	-2	4%	-1.1	4%
NS(=O)(=O)c1ccc(CCNC(=O)Cc2ccccc2[N+](=O)[O-])cc1	0	-7	0.1	-2%	-8%	-2	-4%	1.3	16%
CCOc1ccccc1NC(=O)COC(=O)Cc1ccsc1	2	0	-0.7	10%	-15%	-3	-1%	-1.0	16%
COc1cc2c(C#N)c(N3CCCC3)nc(N)c2c(N)n1	-55*!	-6	0.8	-25%&-9%	7.9µM*	-5	16µM*!	-0.2	-26%[57.1 µM]
O=[N+]([O-])c1ccc(N2CCN(c3nc(-c4ccc(Cl)cc4)cs3)CC2)cc1	-1	-7	0.0	-3%	-1%	0	-3%	0.7	0%
COc1ccc(OC)c2sc(NC(=O)C3COc4ccccc4O3)nc12 (stereo unspecified)	-5	·	·	6%	-5%	·	-2%[57.1 µM]	·	4%[57.1 µM]
N#Cc1ccc(C23CC4(C2)[C@H](CN(CC2CCCCC2)[C@@H]4c2ccccc2)C3c2ccc(C(F)(F)F)cc2)cc1 (stereo partly specified)	·	-5	0.0	·	·	5	·	-0.2	·
CC(C)CCNC(=O)c1ccc(Cl)c(NC(=O)Cc2ccccc2)c1	·	-26	0.2	·	·	-9	·	0.7	·
Cc1ccc(S(=O)(=O)N(CC(=O)N/N=C/c2cccc(C)c2)c2cccc3cccnc23)cc1	2	-14	-0.1	10%	-19%	-15	-5%	0.9	18%[57.1 µM]
CC(=O)Nc1ccccc1-c1ccc(C)o1	1	-3	-0.8	2%	-12%	-3	-4%	-0.2	14%[57.1 µM]
O=C(C1CCCO1)N1CCN(S(=O)(=O)c2cc(C(F)(F)F)ccc2Cl)CC1 (stereo unspecified)	4	21	0.4	3%	-4%	-2	-1%	0.3	-4%
CCOc1ccc(S(=O)(=O)N(C(=O)c2ccco2)c2cc3sc(=O)oc3c3ccccc23)cc1	-8	-1	0.2	3%	-21%	3	-8%	0.0	-7%
Cc1ccc(N(CC(=O)NC2CCCC2)C(=O)CCC(=O)Nc2nc(C)cs2)cc1	1	-5	0.0	4%	-15%	3	6%[57.1 µM]	-0.2	15%[57.1 µM]
COc1cc(/C=N\NC(=O)c2ccc(C)nc2)ccc1OC(=O)c1ccco1	3	34*	-0.8	9%	-10%	3	-5%[57.1 µM]	-0.1	17%[57.1 µM]

Screening results deposited in PubChem by National Center for Advancing Translational Sciences (NCATS).
